Screening results deposited in PubChem BioAssay by National Center for Advancing Translational Sciences (NCATS).
KDM5B inhibitor – Primary screen for KDM5B Histone Demethylases FDH-coupled qHTS | KDM5B demethylase, FDH-coupled NADH fluorescence (FDH is formaldehyde dehydrogenase) | Lysine-specific demethylase 5B (Homo sapiens), Q9UGL1 | 2.6% of 220,000 active | Potency, µM (titrated, usually from 57.7 µM), without a hit: at the highest dose activity change, negative = inhibition, usual class: inhibitors; active = well fitted inhibition curve with a large enough effect; inconclusive = small, poorly fitted or top-dose-only effect; inactive = no such curve, though single readings can be large or run the other way; note: 0% is about no effect; nearly all actives have a fitted effect of over 70% in size
Target sequence (Q9UGL1 whole entry, looked up): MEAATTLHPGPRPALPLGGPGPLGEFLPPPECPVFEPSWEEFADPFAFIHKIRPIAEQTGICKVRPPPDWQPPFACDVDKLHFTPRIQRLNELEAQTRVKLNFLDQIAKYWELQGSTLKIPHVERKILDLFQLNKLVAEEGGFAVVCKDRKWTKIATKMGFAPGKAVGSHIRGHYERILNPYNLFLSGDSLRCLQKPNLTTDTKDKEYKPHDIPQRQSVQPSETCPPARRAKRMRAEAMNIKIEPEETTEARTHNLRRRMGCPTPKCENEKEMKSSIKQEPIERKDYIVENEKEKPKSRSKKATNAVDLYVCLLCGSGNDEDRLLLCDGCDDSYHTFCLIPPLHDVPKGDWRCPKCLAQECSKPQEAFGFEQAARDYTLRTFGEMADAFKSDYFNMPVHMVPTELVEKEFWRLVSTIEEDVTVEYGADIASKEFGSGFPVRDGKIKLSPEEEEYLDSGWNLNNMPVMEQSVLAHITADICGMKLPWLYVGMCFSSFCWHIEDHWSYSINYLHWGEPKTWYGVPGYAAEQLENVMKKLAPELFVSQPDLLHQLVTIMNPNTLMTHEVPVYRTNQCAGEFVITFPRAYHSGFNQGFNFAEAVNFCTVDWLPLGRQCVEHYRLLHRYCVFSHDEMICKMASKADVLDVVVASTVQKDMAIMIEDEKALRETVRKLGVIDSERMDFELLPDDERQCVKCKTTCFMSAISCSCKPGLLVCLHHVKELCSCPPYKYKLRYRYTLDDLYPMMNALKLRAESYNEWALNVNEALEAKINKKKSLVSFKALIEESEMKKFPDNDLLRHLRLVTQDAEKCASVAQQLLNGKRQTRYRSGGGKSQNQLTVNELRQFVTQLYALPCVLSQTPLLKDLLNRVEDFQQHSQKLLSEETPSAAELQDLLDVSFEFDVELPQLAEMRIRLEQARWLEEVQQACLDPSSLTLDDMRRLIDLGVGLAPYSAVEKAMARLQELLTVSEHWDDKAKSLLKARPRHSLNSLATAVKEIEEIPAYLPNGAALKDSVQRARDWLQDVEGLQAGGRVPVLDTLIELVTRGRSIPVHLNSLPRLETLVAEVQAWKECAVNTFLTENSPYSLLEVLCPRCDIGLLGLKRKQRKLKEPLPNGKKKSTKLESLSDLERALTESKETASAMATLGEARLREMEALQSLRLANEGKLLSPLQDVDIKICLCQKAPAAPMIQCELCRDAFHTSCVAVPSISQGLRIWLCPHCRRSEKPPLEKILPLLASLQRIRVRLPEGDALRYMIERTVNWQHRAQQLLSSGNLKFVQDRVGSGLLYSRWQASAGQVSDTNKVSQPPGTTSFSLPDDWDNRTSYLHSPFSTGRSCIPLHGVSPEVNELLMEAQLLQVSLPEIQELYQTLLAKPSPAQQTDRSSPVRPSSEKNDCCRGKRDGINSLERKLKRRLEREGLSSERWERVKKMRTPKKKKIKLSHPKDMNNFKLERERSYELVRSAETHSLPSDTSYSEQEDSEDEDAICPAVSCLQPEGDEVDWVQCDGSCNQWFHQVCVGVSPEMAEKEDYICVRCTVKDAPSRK
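Here, H3K4me3 peptide (12.5 µM in substrate mix) is demethylated by KDM5BΔAP, 200 nM final, after 10 min compound exposure. Formaldehyde product is coupled through FDH (0.25 U/mL in mix) to NADH fluorescence; 30-min ΔRFU feeds dose-response curves.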
Numbers without * were called inactive; i = inactive; ? = inconclusive; & = joins results of further samples; [ ] = remark or other dose. Potency is the fitted concentration of half-maximal effect. A portion of the library (hit frequency here may not be typical).

KDM5B inhibitor | mol
-0.9% | CCN1C(=O)CCc2cc(NC(=O)c3ccc(F)cc3)ccc21
0.2%[86.2 µM] | COc1ncc(-c2ccnc(-c3nnc(C)n3-c3ccccc3)c2)cn1
? | Cc1cc(Cn2cc3c4c(cccc42)[C@H](CC(C)C)N[C@H](C(=O)NC2CCC2)C3)no1
10.1% | CCOC(=O)C(=CNc1ccc(C(F)(F)F)cc1)C(=O)OCC
? | O=C(c1cc(-c2cccs2)nc2ccccc12)N1CCN(CCN2CCCC2)CC1
-2.4% | O=[N+]([O-])c1ccc(Sc2cc[n+]([O-])c3ccccc23)c([N+](=O)[O-])c1
19.5% | COc1ccccc1SC(C(=O)NC1CC1)c1ccccc1 (stereo not drawn)
12.4% | Cc1noc(C(C)N2CCN(C(=O)c3ccccn3)CC2)n1 (stereo not drawn)
-24.0% | Cc1noc(C)c1S(=O)(=O)N1C[C@@H](C(=O)O)[C@H](c2ccccn2)C1
-18.0% | CC(=O)Nc1cccc(NC(=O)Cn2cnc3c(oc4ccccc43)c2=O)c1
4.1% | Cc1ccc(CNC(=O)c2ccc(CN3CC(=O)N4CCCCC4C3=O)cc2)cc1 (stereo not drawn)
25.1µM* | CCN(C)C(=O)C(C)N1CCc2onc(-c3ccc(-c4ccccc4)cc3)c2C1 (stereo not drawn)
8.2% | CCN1CCN(c2nc(Nc3ccc(NC(C)=O)cc3)nc(Nc3ccc(NC(C)=O)cc3)n2)CC1
9.2%[115 µM] | COc1ccccc1-c1cc(C(=O)N2CCN(c3ncccn3)CC2)nn2cccc12
-10.7% | O=C(Cc1ccccc1)Nc1ccc2oc(-c3cccc(Cl)c3)nc2c1
8.0% | Cc1ccc(CS(=O)Cc2ccc(F)cc2)cc1 (stereo not drawn)
2.1% | CC(C)(C)c1ccc(OCCn2cc(C(=O)C3CCCCC3)c3ccccc32)cc1
? | COc1cc(C)c(-c2nc(CN3CCN(C)C(=O)C3)c(C)o2)cc1C
? | O=[S+]1([O-])NCC2(CCN(Cc3ccsc3)CC2)Oc2ncccc21
6.3% | O=C(NCC1CCOCC1)Nc1ccc(Cl)cc1C(F)(F)F
-11.6% | CCOC(=O)/C(=C/c1ccc(Cl)s1)c1nccn1C
11.0% | CCOc1ccc(S(=O)(=O)N2CCN(c3ccc(C)c(Cl)c3)CC2)c2ccccc12
-12.0% | COc1cccc(Cc2nc(C3CC(=O)N(C4CCCCC4)C3)no2)c1 (stereo not drawn)
5.0% | O=C(CN1C(=O)C(=O)N(Cc2ccccc2)C1=O)c1ccc[nH]1
-21.2% | O=C(c1cccc(Cl)c1)N1CCN(c2nc3ncccc3o2)CC1
-3.4%[115 µM] | c1c[nH]c(CNC[C@H]2Cn3ccnc3CO2)n1
17.1% | COc1ccc(C(=O)COC(=O)C2C3CC4C(OC(=O)C42)C3Br)cc1 (stereo not drawn)
-16.1% | CCOc1ccc(Nc2cc(C)nc3nncn23)cc1
25.3% | CC(=O)NC(C(=O)O)=C(Cl)Cl
35.5µM* | N#Cc1ccc2nc([C@H]3CCN(Cc4ccccn4)C3)[nH]c2c1
? | Cc1ccc(CN(C(=O)c2ccco2)c2ccc(CC(=O)N(C)Cc3ccccc3)cc2)cc1
-7.8%&1.7% | CCOC(=O)c1c(C)oc2nc(C)nc(NCc3cccc(OC)c3)c12
-6.2% | COc1ccccc1C(NC(C)=O)c1cc(Cl)c2cccnc2c1O (stereo not drawn)
-21.1% | CN1CCN(c2nc(C(=O)NC(C)(C)C)cs2)CC1
47.1% | O=C(NCc1ccc(F)cc1)c1cc2c(s1)-c1ccccc1SC2
16.8% | COC(=O)Nc1ccc(C(=O)OC(C)C)cc1
-5.8% | COc1ccc(CNC(=O)Cn2c(SCC(=O)Nc3ccc(C)c(C)c3)nc3ccccc32)cc1
? | O=C(CCC1CCCC1)NNC(=O)c1cc2ccccc2cc1O
13.6% | CC(C)COP(=O)(OCC(C)C)C(Nc1ccccc1)c1ccccc1 (stereo not drawn)
24.9% | N/C(=N\OC(=O)c1ccccc1F)c1ccc([N+](=O)[O-])cc1

Rewritten in markdown: entries from further up
| smiles | KDM5B inhibitor |
| --- | --- |
| O=C(NCc1ccc(F)cc1)c1cc2c(s1)-c1ccccc1SC2 | 47.1% |
| COc1ccc(C(=O)COC(=O)C2C3CC4C(OC(=O)C42)C3Br)cc1 (stereo not drawn) | 17.1% |
| CCOC(=O)/C(=C/c1ccc(Cl)s1)c1nccn1C | -11.6% |

The results go on.
KDM5B inhibitor | mol
-18.9% | CCN(CC)Cc1ccc(CNC(=O)Cc2c[nH]c3ccccc23)cc1
? | Cc1cccc(OCC2(CNC(=O)c3cccnc3)C[C@@H](O)[C@@H](O)C2)n1 (stereo partly drawn)
i | OCCCn1cnc(-c2ccccc2)c1-c1ccc(-c2ccn[nH]2)o1
? | CCN(CC)CCNC(=O)CCc1c(C)nc2c(c1C)c(=O)n(C)c(=O)n2C
? | CC(=O)Nc1ccc(NC(=O)c2cc(-c3cccs3)on2)cc1
-23.1% | CC(C(=O)NCc1cccc(F)c1)C1CCOCC1 (stereo not drawn)
13.2% | Cc1ccccc1C(=O)O/N=C(\N)c1ccccc1
-1.9% | O=C(Cn1cccc1-c1nc(-c2ccccc2)no1)Nc1cc(F)cc(F)c1
18.8% | Cc1ccc(-c2noc(-c3nc(-c4cccnc4)no3)n2)cc1
? | CCOc1ccc(Nc2nc(C)c(NC(=O)c3ccc(C)cc3)c(Nc3ccc(OCC)cc3)n2)cc1
-22.5% | COc1ccc(OC)c(NC(=O)N2CCCN(C)c3ccccc32)c1
4.2% | Cc1ccc(CNC(=O)Cc2csc3ccccc23)cc1
-15.6% | CCN(CC)CCSc1nnc2c3cc(F)ccc3n(CC)c2n1
-5.2% | COCc1nc(CCNC(=O)C2CC2)no1
? | Cc1cccc(OCC(=O)NCC2(N3CCN(C)CC3)CCCCC2)c1C
23.5% | O=C(Nc1nc(-c2cc3ccccc3oc2=O)cs1)c1ccc(Cl)cc1
-34.5% | COc1ccc(OC)c(C(O)Cn2ccn3nc(-c4cccs4)cc3c2=O)c1 (stereo not drawn)
28.2µM* | COc1ccccc1-n1nc(-c2c(C)nc3scc(CC(=O)NCCC(C)C)n3c2=O)cc1C
-16.8% | Cc1ccc(Nc2nc(-c3ccc4[nH]c(=O)oc4c3)cs2)cc1F
i | COc1cc2oc(=O)c(CC(=O)N3CCCC3)c(C)c2cc1OC
-9.5% | NC(=O)c1ccc(NC(=O)CCc2ncc(-c3ccc(F)cc3F)o2)cc1
-2.7% | Fc1ccc(Nc2nc3nonc3nc2N2CCC(Cc3ccccc3)CC2)cc1
6.2% | CC(=O)N(C1CC1)C1CCOC2(CCN(C(=O)c3cc(-c4ccccc4)n[nH]3)CC2)C1 (stereo not drawn)
6.5% | O=C(Cn1nnc(-c2ccc(F)cc2)n1)c1ccccc1
i | CCN(CC)c1nn2c(=O)c(C(=O)NCc3ccccc3Br)cnc2s1
10.1% | CCc1ccc(OCC(=O)NC(c2ccccc2)c2cccs2)cc1 (stereo not drawn)
? | Cc1c(CC(=O)Nc2ccc(C(C)(C)C)cc2)c(=O)oc2cc(O)ccc12
1.8% | O=S(=O)(O)CC(O)CNC(CO)(CO)CO (stereo not drawn)
-12.1% | O=C(NC1CCCN(c2cc(-c3ccccc3)[nH]n2)C1)c1cc(F)ccc1Cl (stereo not drawn)
18.3% | Cc1cccc(C(=O)Oc2cccc(NC(=O)Cc3nn(C)c(=O)c4ccccc34)c2)c1
-15.6%[115 µM] | COC(=O)CNC(=O)c1cc(-c2ccccc2OC)nc2c1cnn2C
17.7% | O=C(OCc1ccccc1)N1CCC2(CC1)C(=O)NN=C2c1cccnc1
26.6% | CC(C)(C)C(=O)Cc1[nH]c2cc(Cl)ccc2c1C(C)(C)C
-13.3% | Cc1cc(N)ccc1-n1nc2ccccc2n1
20.2% | CSc1ccccc1NC(=O)C1CCCN(S(C)(=O)=O)C1 (stereo not drawn)
-5.7% | COC[C@@H]1CN(Cc2ccccn2)C[C@H]1C(=O)NC1CC1
-18.3% | Cc1cc(C2=NNC(=NC3CCCCC3)SC2)c(C)n1C1CC1
-25.1% | COCC(C)Nc1ncnc2c1cnn2-c1cccc(Cl)c1 (stereo not drawn)
-18.7% | COc1ccc(C(=O)N2CCC3(CC2)CC(OCC2CC2)CCO3)cc1OC (stereo not drawn)
-14.9% | Cc1ccc(CCNC(=O)CCN2N=C(c3ccc(C)cc3)CCC2=O)cc1
4.3% | CC(c1ccco1)N(C(=O)c1cccc(Br)c1)c1ccccn1 (stereo not drawn)
7.9% | Cc1ccccc1C(=O)Nc1ccccc1N1CCOCC1
5.0% | CCOc1cc(C(=O)N2CCC(Cc3nc(-c4ccccc4)no3)CC2)cc(OCC)c1OCC
-14.6% | N#CCOc1ccc2[nH]cc(C(C(=O)O)N3CCN(Cc4ccncc4)CC3)c2c1 (stereo not drawn)
23.5% | COc1ccc(CNC(=O)c2ccc(-c3nc(CS(=O)c4ccc(C)cc4)c(C)o3)cc2)cc1 (stereo not drawn)
2.8% | Cn1cc(C(=O)C(=O)NC2CCCCC2)c2ccccc21
15.9% | CCOc1ccc(-c2nnc(N3CCCCC3)c3ccccc23)cc1
9.3% | CCCCCOc1ccc(C(N)C(=O)OCC)cc1 (stereo not drawn)
-24.7%[11.5 µM] | COc1cc(C(=O)Nc2ccc(NC(=O)c3ccc(Br)cc3)cc2)cc(OC)c1OC
-20.3% | N#CC1=C(N)N(c2cccc(F)c2)C2=C(C(=O)OC2)C12C(=O)N(Cc1cccc(F)c1)c1ccccc12 (stereo not drawn)
17.1% | Cc1ccn(CC(=O)N2CCC3(CCCN(CCCc4ccccc4)C3)C2)n1 (stereo not drawn)
-6.9% | Cc1noc(C(C)N2CCN(C(=O)C(c3ccccc3)c3ccccc3)CC2)n1 (stereo not drawn)
-19.1% | CC1CCCN(c2ccc(C=O)cc2)C1 (stereo not drawn)
-22.8%[115 µM] | O=C(c1ccc(Cl)cc1)N1CC2(CCN(CC3CCCC3)C2)OCc2ccccc21 (stereo not drawn)
-12.2% | CCC(=O)N1CCC(Cc2ncc(C)n2CC2CC2)CC1
16.7% | CCCn1nnnc1CN1CCCC1c1ccc(OC)c(OC)c1 (stereo not drawn)
29.9%[149 µM] | COc1ccc(-c2cccc(CN)c2)cc1
? | O=C(Nc1nccs1)c1csc(NC2CCCC2)n1
29.0% | CCc1ccc(OCC(=O)N2CC(C(=O)OC)Oc3ccccc32)cc1 (stereo not drawn)
28.2µM* | COc1cc(CNc2nccc3c(=O)cc(N4CCOCC4)oc23)cc(OC)c1

Four of the entries above in order of their number in KDM5B inhibitor, ascending.
KDM5B inhibitor | mol
-20.3% | N#CC1=C(N)N(c2cccc(F)c2)C2=C(C(=O)OC2)C12C(=O)N(Cc1cccc(F)c1)c1ccccc12 (stereo not drawn)
9.3% | CCCCCOc1ccc(C(N)C(=O)OCC)cc1 (stereo not drawn)
15.9% | CCOc1ccc(-c2nnc(N3CCCCC3)c3ccccc23)cc1
29.0% | CCc1ccc(OCC(=O)N2CC(C(=O)OC)Oc3ccccc32)cc1 (stereo not drawn)

Next section:
KDM5B inhibitor | mol
-21.2% | Cn1ncc2nc(SCC(=O)Nc3ccc(Br)cc3F)n(Cc3ccccc3)c(=O)c21
? | CCOc1ccc(N2C(=O)c3ccccc3NC23CCSC3)cc1 (stereo not drawn)
10.9% | Cc1ccc(C)c(-c2csc(NC(=O)c3cc(C)no3)n2)c1
9.4% | COc1ccc(CNC(=O)c2cccc(OCc3ccccc3)c2)cc1
13.1% | Cc1cc(NC(=O)CCc2ncc(-c3ccccc3F)o2)no1
1.7% | CN(Cc1ccccc1)C(=O)c1cccc(-c2cnc3ccccc3c2)c1
12.8% | CC(C)CNc1ncnc2c1sc1nc(C(C)C)c3c(c12)CC(C)(C)OC3
-13.4% | COc1ccc(CN2CC3(CCN(C(=O)c4ccc(C)cc4C)CC3)C2=O)cc1
-5.6% | CC1(C(=O)NCc2ccc(F)cc2)CN(S(C)(=O)=O)CC(=O)N1Cc1ccc2c(c1)OCO2 (stereo not drawn)
? | Cc1oc(-c2ccc(C(=O)NCc3ccccc3F)cc2)nc1COc1ccccc1
-13.4% | N=c1n(CCN2CCCCC2)c2ccccc2n1CC(O)c1ccco1 (stereo not drawn)
-15.3% | O=C(CSc1nnc(Cc2cc(=O)[nH]c(=O)[nH]2)n1-c1ccc(F)cc1)c1ccccc1
6.6% | O=C(Nc1ccccc1Cc1ccccc1)c1ccncc1
-8.7% | CCOC(=O)C(NC(=O)c1cccnc1)(Nc1cc(Cl)ccc1OC)C(F)(F)F (stereo not drawn)
-54.4% | CC(C)Oc1cccc(C(=O)Nc2ccc3oc(-c4cccc(Cl)c4)nc3c2)c1
-15.0% | CN(CCc1ccccn1)C(=O)CCC[C@@H]1[C@H]2CCCN3CCC[C@@H](CN1C(=O)c1cccnc1)[C@@H]23
-15.5% | CCOc1cccc(-c2nnc(CCC(=O)NCCCc3ccccc3)c(=O)[nH]2)c1

Reformatted: 2 of the compounds above.
Cc1oc(-c2ccc(C(=O)NCc3ccccc3F)cc2)nc1COc1ccccc1
  KDM5B inhibitor = ?
Cc1cc(NC(=O)CCc2ncc(-c3ccccc3F)o2)no1
  KDM5B inhibitor = 13.1%
